Compound activity as filed in PubChem.
PAFAH1B3 FP inh: PAFAH1B3 (human) inhibition. recombinant PAFAH1B3, FP-rhodamine probe, fluorescence polarization. actives 0.28% (n = 340,000). inhibition, % at 3.39 µM. Q15102;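 active = inhibition above the screen-wide average of all tested compounds plus 3 SD, cut at about 25% in these data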;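 note: 0% = enzyme with DMSO only and 100% = wells lacking PAFAH1B3 protein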
LYPLA2 inh: LYPLA2 (human) inhibition in PME1 counter-screen. O95372. recombinant LYPLA2, FP-Rh probe fluorescence polarization. inhibition, % at 5.9 µM. actives 0.38% (n = 320,000);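 active = inhibition above the screen-wide mean plus 3 SD, limit set per campaign, cut at about 26% in these data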;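 note: 0% = LYPLA2 with DMSO and 100% = wells lacking LYPLA2 enzyme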
GSTO1 inh: blocks human GSTO1 in RBBP9 counter-screen; actives 1.1% (n = 300,000); AID 1974; inhibition, % at 5.96 µM; P78417; recombinant GSTO1, activity-based probe fluorescence polarization;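 active = inhibition above the campaign mean inhibition plus 3 SD, cut at about 35% in these data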;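 note: 0% = GSTO1-1 with DMSO and 100% = wells lacking GSTO1-1 enzyme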
pPAFAH inh: pPAFAH (human) enzyme inhibition; Q13093; recombinant pPAFAH, FP-rhodamine probe fluorescence polarization; inhibition, % at 3.39 µM; actives 1.5% (n = 330,000); AID 463082;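 active = inhibition above the mean inhibition across the screen plus 3 SD, cut at about 25% in these data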;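 note: inhibitors block binding of the rhodamine activity-based probe so polarization drops; 0% = enzyme with DMSO and 100% = wells lacking pPAFAH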
Target sequence (Q13093 whole entry, looked up): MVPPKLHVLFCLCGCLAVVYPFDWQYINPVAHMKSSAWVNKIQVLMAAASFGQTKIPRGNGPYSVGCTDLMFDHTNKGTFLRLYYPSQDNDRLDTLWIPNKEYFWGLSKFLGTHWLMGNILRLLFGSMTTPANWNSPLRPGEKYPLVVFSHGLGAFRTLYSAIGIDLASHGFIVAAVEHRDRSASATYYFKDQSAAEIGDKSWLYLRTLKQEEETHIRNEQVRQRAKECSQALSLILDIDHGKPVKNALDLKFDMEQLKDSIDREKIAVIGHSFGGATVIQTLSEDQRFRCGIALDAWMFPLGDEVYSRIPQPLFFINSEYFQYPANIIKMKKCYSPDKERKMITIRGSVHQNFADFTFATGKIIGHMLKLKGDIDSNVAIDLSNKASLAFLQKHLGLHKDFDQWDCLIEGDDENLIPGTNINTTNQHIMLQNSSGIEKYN
LYPLA1 inh: blocks human lysophospholipase 1, a PME1 counter-screen; O75608; recombinant LYPLA1, FP-Rh probe fluorescence polarization; inhibition, % at 5.9 µM; actives 0.16% (n = 320,000); AID 2174;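 active = inhibition above the mean of all tested compounds plus 3 SD, set per campaign, cut at about 14% in these data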;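 note: inhibitors block serine hydrolase probe labeling of LYPLA1 so polarization falls; 0% = enzyme with DMSO and 100% = wells lacking LYPLA1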
Target sequence (O75608 whole entry, looked up): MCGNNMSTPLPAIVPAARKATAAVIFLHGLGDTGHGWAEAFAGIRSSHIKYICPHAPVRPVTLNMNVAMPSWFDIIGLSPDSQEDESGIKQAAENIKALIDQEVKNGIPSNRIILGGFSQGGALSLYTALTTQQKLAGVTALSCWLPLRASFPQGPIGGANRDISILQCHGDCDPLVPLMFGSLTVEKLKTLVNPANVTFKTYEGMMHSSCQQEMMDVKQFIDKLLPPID
PME-1 inh: blocks human protein phosphatase methylesterase 1; Q9Y570; recombinant PME-1, FP-Rh probe fluorescence polarization; inhibition, % at 5.9 µM; actives 0.53% (n = 320,000); AID 2130;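 active = inhibition above the campaign mean of all compounds plus 3 SD, cut at about 26% in these data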;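 note: competitive labeling of PME-1 active site by serine hydrolase directed probe; 0% = PME-1 with DMSO and 100% = wells lacking PME-1 enzyme; inhibitors block probe labeling so polarization falls and inhibition rises; many of its hits are not listed in these tables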
Target sequence (Q9Y570 whole entry, looked up): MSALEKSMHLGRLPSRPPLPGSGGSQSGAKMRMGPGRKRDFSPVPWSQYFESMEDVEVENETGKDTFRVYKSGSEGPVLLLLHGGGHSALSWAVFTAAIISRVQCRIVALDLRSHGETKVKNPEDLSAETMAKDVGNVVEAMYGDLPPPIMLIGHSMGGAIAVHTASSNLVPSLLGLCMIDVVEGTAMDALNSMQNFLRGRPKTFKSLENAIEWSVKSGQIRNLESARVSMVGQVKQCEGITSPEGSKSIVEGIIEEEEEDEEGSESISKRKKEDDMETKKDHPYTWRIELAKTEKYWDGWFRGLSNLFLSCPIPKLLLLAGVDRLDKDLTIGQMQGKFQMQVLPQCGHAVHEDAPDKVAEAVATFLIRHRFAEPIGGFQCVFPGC
PAFAH1B2 FP inh: blocks human PAF acetylhydrolase 1b catalytic subunit 2. actives 1.2% (n = 340,000). P68402. recombinant PAFAH1B2, FP-rhodamine activity probe, fluorescence polarization. inhibition, % at 3.39 µM. AID 492953;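 active = inhibition above the mean of all tested compounds plus 3 SD, cut at about 24% in these data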;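 note: 0% = enzyme with DMSO and 100% = wells lacking PAFAH1B2; many of its hits are not listed in these tables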
PAD4 FP inh: inhibitors of human PAD4 | recombinant PAD4, RCA probe fluorescence polarization | actives 0.41% (n = 330,000) | inhibition, % at 6.36 µM;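 active = percent inhibition above a cutoff equal to the mean of all tested compounds plus 3 SD, cut at about 15% in these data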;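 note: 0% = PAD4 with RCA probe and DMSO and 100% = probe without PAD4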
PREPL inh: human PREPL enzyme inhibition. AID 2751. Q4J6C6. inhibition, % at 5.96 µM. recombinant PREPL, fluorescence polarization activity-based probe. actives 0.68% (n = 320,000); in the data active = inhibition above about 43%;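 note: 0% = enzyme with DMSO and 100% = wells lacking enzyme; many of its hits are not listed in these tables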
Numbers without * were called inactive; · = no result given.

SMILES | PAFAH1B3 FP inh | LYPLA2 inh | GSTO1 inh | pPAFAH inh | LYPLA1 inh | PME-1 inh | PAFAH1B2 FP inh | PAD4 FP inh | PREPL inh
CO/N=C/NC(=O)NOCc1c(Cl)cccc1Cl | 6 | -1 | -4 | -1 | 1 | 0 | 11 | -3 | 9
OC(CCc1cccc(Cl)c1)c1cccs1 (configuration not stated) | 3 | 5 | 0 | 11 | 1 | 5 | 3 | -1 | -21
O=C1c2ccccc2C(=O)N1CCc1nc2ccccc2c(=O)n1-c1ccccn1 | 2 | -1 | -1 | 4 | 1 | -3 | -2 | 4 | 14
COc1cc(NC(=O)c2cccc(C)c2)ccc1NC(=O)c1cc2ccccc2o1 | 4 | 2 | -2 | 0 | -3 | 2 | 6 | 0 | -5
Cc1cccc(-n2cc(CNCCN3CCOC3=O)c(-c3cccc(F)c3)n2)c1 | 7 | 12 | 12 | 4 | 2 | 4 | 3 | -5 | 1
CC1CCCN(C(=O)c2cccc(S(=O)(=O)N3CCCc4ccccc43)c2)C1 (configuration not stated) | -2 | 12 | 5 | 3 | 4 | 11 | 0 | -2 | 4
O=S(=O)(c1ccccc1)c1nc(NC2CC2)sc1Cl | 2 | 0 | -3 | 6 | 1 | 11 | 3 | 6 | -2
CC1CCCCN1CCCNC(=O)CN1C(=O)c2cccnc2Oc2ccc(Cl)cc21 (configuration not stated) | 3 | 14 | 8 | -5 | 3 | -3 | -4 | -3 | 0
O=C(NCCO)Nc1ccc(Cl)cc1 | 3 | 1 | 7 | 2 | 0 | -2 | 3 | 1 | 1
O=C(/C=C/c1ccccc1)NNC1=NS(=O)(=O)c2ccccc21 | -5 | -2 | -7 | 6 | 1 | -3 | 8 | -3 | 4
COc1ccc(-c2csc(NC(=O)c3ccc(N4C(=O)CCC4=O)cc3)n2)cc1OC | 1 | -1 | -5 | 5 | -2 | 7 | 2 | -5 | 13
COc1ccc(OCCSc2nc(C)nc3ccccc23)cc1 | 5 | -5 | -4 | 3 | 0 | -5 | 1 | -2 | 19
CC(NCc1ccccc1Cl)C(=O)Nc1ccc(S(=O)(=O)N2CCCC2)cc1 (configuration not stated) | 5 | 3 | -4 | -2 | 3 | 0 | 0 | -1 | 17
O=Cc1cccc2ccc3cccc(C(=O)O)c3c12 | 0 | 1 | 12 | -7 | -4 | 5 | 0 | -1 | -5
Nc1nonc1C(=O)N/N=C/c1ccc(-c2cccc([N+](=O)[O-])c2)o1 | 1 | 4 | 6 | 5 | 2 | 5 | 3 | 1 | 2
O=C(NCCN1C(=O)S/C(=C\c2cccnc2)C1=O)c1ccc(S(=O)(=O)N2CCCC2)cc1 | -5 | 5 | -1 | 6 | 1 | 0 | 3 | -5 | 14
Cc1ccc(C)c(-c2csc(-c3cccnc3)n2)c1 | 3 | 0 | 1 | -7 | -4 | -5 | 2 | -2 | 13
Cc1cccc(/C(N)=N/OC(=O)Cc2ccccc2)c1 | 4 | -1 | 7 | 5 | -2 | 2 | 10 | 1 | 3
CCOC(=O)/C(C#N)=C\c1ccc2c(c1)OCO2 | 3 | 4 | 3 | 4 | 1 | -2 | -6 | -2 | 1
CC(NC(=O)COC(=O)C1CCN(c2ccc(C(F)(F)F)cn2)CC1)c1ccc(Br)cc1 (configuration not stated) | 1 | -7 | 4 | -2 | -6 | -3 | 13 | 6 | 2
Cc1cccc(/C=N/Nc2ccc3ccccc3n2)c1 | 9 | -4 | -1 | 6 | 1 | 3 | 1 | -4 | 26
CC(C)CCC(CCN1CCOCC1)c1ccc2c(c1)OCO2 (configuration not stated) | 3 | -1 | 3 | 9 | -3 | 4 | 2 | 0 | -2
COCc1c(C(=O)N2CCN(c3ccccc3C)CC2)oc2ccccc12 | 1 | · | · | 2 | · | · | 3 | -4 | 19
CCN=C1S/C(=C\c2cc(OCC)c(O)cc2Br)C(=O)N1CC | -3 | -5 | -3 | 15 | 1 | 0 | 4 | -1 | 3

Ordered by heavy-atom count (lowest first): part of the list above.
SMILES | PAFAH1B3 FP inh | LYPLA2 inh | GSTO1 inh | pPAFAH inh | LYPLA1 inh | PME-1 inh | PAFAH1B2 FP inh | PAD4 FP inh | PREPL inh
CCOC(=O)/C(C#N)=C\c1ccc2c(c1)OCO2 | 3 | 4 | 3 | 4 | 1 | -2 | -6 | -2 | 1
O=Cc1cccc2ccc3cccc(C(=O)O)c3c12 | 0 | 1 | 12 | -7 | -4 | 5 | 0 | -1 | -5
Cc1cccc(/C=N/Nc2ccc3ccccc3n2)c1 | 9 | -4 | -1 | 6 | 1 | 3 | 1 | -4 | 26
CCN=C1S/C(=C\c2cc(OCC)c(O)cc2Br)C(=O)N1CC | -3 | -5 | -3 | 15 | 1 | 0 | 4 | -1 | 3
Nc1nonc1C(=O)N/N=C/c1ccc(-c2cccc([N+](=O)[O-])c2)o1 | 1 | 4 | 6 | 5 | 2 | 5 | 3 | 1 | 2
COCc1c(C(=O)N2CCN(c3ccccc3C)CC2)oc2ccccc12 | 1 | · | · | 2 | · | · | 3 | -4 | 19
CC(NCc1ccccc1Cl)C(=O)Nc1ccc(S(=O)(=O)N2CCCC2)cc1 (configuration not stated) | 5 | 3 | -4 | -2 | 3 | 0 | 0 | -1 | 17
CC(NC(=O)COC(=O)C1CCN(c2ccc(C(F)(F)F)cn2)CC1)c1ccc(Br)cc1 (configuration not stated) | 1 | -7 | 4 | -2 | -6 | -3 | 13 | 6 | 2
O=C(NCCN1C(=O)S/C(=C\c2cccnc2)C1=O)c1ccc(S(=O)(=O)N2CCCC2)cc1 | -5 | 5 | -1 | 6 | 1 | 0 | 3 | -5 | 14

Continuation.
SMILES | PAFAH1B3 FP inh | LYPLA2 inh | GSTO1 inh | pPAFAH inh | LYPLA1 inh | PME-1 inh | PAFAH1B2 FP inh | PAD4 FP inh | PREPL inh
C/C(=N/NC(=O)CNC(=O)c1cccnc1)c1cccc([N+](=O)[O-])c1 | 10 | -6 | -7 | 4 | 0 | -2 | -1 | -4 | 13
CC(C)(C)OC(=O)N[C@@H](CC(=O)OCc1ccccc1)C(=O)O | 5 | -3 | 4 | -5 | 2 | -8 | 8 | -4 | -78
O=C(/C=C/c1ccc(S(=O)(=O)N2CCOCC2)cc1)NCCc1ccc(C(F)(F)F)cc1 | -3 | -2 | · | 0 | -6 | -1 | 6 | 2 | 3
Cc1noc(C)c1CSCC(=O)Nc1nc(-c2ccc(F)c(F)c2)cs1 | -3 | -8 | 2 | 5 | -5 | -7 | -4 | 2 | 11
CC(C)C[C@@H](CO)NC(=O)CC[C@H](NC(=O)OC(C)(C)C)C(=O)N(Cc1ccccc1)Cc1ccccc1 | 8 | -4 | 3 | 2 | -2 | 0 | 2 | 2 | 9
CCCCn1c(N)c(N(CCC(C)C)C(=O)c2ccc([N+](=O)[O-])s2)c(=O)[nH]c1=O | 2 | -2 | 11 | 2 | -2 | -2 | 4 | -8 | 16
O=C(NCC1CCCO1)c1cccc(N2C(=O)C3C4C=CC(C4)C3C2=O)c1 (configuration not stated) | 1 | 5 | 2 | 0 | 1 | 6 | 4 | 4 | -3
COc1ccc(CCNC(=O)COC(=O)CCC(=O)c2cccs2)cc1OC | 12 | · | · | 4 | · | · | 9 | 2 | 11
COCCN(C(=O)c1sc2ccccc2c1Cl)c1c(N)n(CC(C)C)c(=O)[nH]c1=O | 7 | -8 | · | -5 | 0 | -3 | 2 | -2 | 13
CCOc1c(C)cnc2c1c(=O)n(CC(=O)NCC1CCCO1)c(=O)n2C (configuration not stated) | 11 | -1 | 3 | 3 | -1 | -2 | 2 | -1 | 1
O=[N+]([O-])c1ccccc1CN1CCN(S(=O)(=O)c2ccccc2)CC1 | 7 | 0 | -1 | -2 | 1 | 7 | 3 | -1 | -7
Cc1ccsc1/C=N/NC(=O)c1ccccn1 | 2 | 4 | -1 | 3 | 0 | -5 | 5 | -1 | -2
O=C(O)c1cc(-c2ccccc2)nc2ccccc12 | 10 | -2 | -3 | 5 | -2 | 3 | 1 | -2 | -2
CCOc1ccc2nc(Cl)c(C3CC(c4ccco4)=NN3S(=O)(=O)c3ccccc3)cc2c1 (configuration not stated) | -4 | -19 | -7 | 4 | -2 | 0 | -4 | 1 | 7
COc1cccc(C2c3c(oc4ccc(F)cc4c3=O)C(=O)N2CCN2CCOCC2)c1OC (configuration not stated) | -2 | 2 | 11 | -2 | 1 | 0 | 1 | -5 | 27
NC1=NC(c2ccc([N+](=O)[O-])cc2)N(c2ccc(F)cc2)C(N)=N1 (configuration not stated) | 13 | 1 | 4 | 1 | 2 | -5 | 5 | 5 | 18
CC1(C)Cc2c(cnn2-c2ccccc2)C(NC(=O)CCCN2CCCC2=O)C1 (configuration not stated) | 9 | 6 | 2 | -1 | -1 | -3 | 5 | -4 | -7
COC(=O)CCCC1=CC2=C(c3ccccc3)C(=O)C(C)(OC(=O)C3CCCC3)C(=O)C2=CN1CCN1CCOCC1 (configuration not stated) | 0 | 9 | 19 | 10 | 5 | 4 | 1 | -17 | 2
CC(=O)Nc1ccnc(-c2cccnc2)n1 | 5 | 3 | -8 | -8 | 2 | -2 | 0 | -4 | -3
COC(=O)CN1C(=O)[C@H]2[C@@H](c3ccc(C)o3)N3C(=O)CN(Cc4ccccc4)C(=O)[C@@]3(Cc3ccccc3)[C@H]2C1=O | 0 | 2 | 1 | 2 | -1 | 0 | -1 | 1 | -5
CC(Oc1ccccc1)C(=O)N1CCc2ccccc2C1 (configuration not stated) | 4 | -5 | 3 | 9 | -2 | -4 | 5 | -1 | -23
COc1ccc(N(C)S(=O)(=O)c2cccc(C(=O)N3CCN(S(=O)(=O)c4ccc(C)cc4)CC3)c2)cc1 | 9 | -8 | 3 | 7 | -2 | 20 | 55* | -3 | 11
CCOC(=O)c1c(NC(=O)CN2CCC(C)CC2)sc(C)c1C | 6 | 13 | 11 | 2 | -2 | -4 | 3 | -4 | -3
COc1ccc(-c2cn[nH]c2-c2ccc(OC)cc2)cc1 | 6 | 4 | 7 | 9 | -4 | -3 | 3 | 3 | -28
NC(=O)c1nn(-c2ccccc2)nc1N | 8 | -1 | 4 | -4 | -3 | 4 | -2 | 2 | 0
Cc1ccc(/C=N/NC(=O)CSc2nc3ccccc3o2)cc1 | -4 | -3 | 1 | 2 | 0 | -10 | 0 | -3 | -12
COc1ccccc1CN(Cc1nc2ccccc2c(=O)[nH]1)C(=O)Nc1ccccc1C | 15 | -3 | -12 | 6 | -2 | -3 | 3 | -1 | 9
CCn1c(CSc2nnc(-c3ccncc3)n2C)nc2cc(C(=O)O)ccc21 | 36* | 41* | 34 | 26* | 37* | 40* | 37* | 52* | 21

An excerpt from further up:
SMILES | PAFAH1B3 FP inh | LYPLA2 inh | GSTO1 inh | pPAFAH inh | LYPLA1 inh | PME-1 inh | PAFAH1B2 FP inh | PAD4 FP inh | PREPL inh
COc1ccccc1CN(Cc1nc2ccccc2c(=O)[nH]1)C(=O)Nc1ccccc1C | 15 | -3 | -12 | 6 | -2 | -3 | 3 | -1 | 9
CCn1c(CSc2nnc(-c3ccncc3)n2C)nc2cc(C(=O)O)ccc21 | 36* | 41* | 34 | 26* | 37* | 40* | 37* | 52* | 21

The list is partial; count on the stated rates, not on these rows.
